# Assay outcomes deposited in PubChem BioAssay by NCI.
# Growth percent in the NCI-60 one-dose screen (48 h, 10 µM unless noted): 100 = growth as untreated, 0 = no growth, -100 = all killed.
# DU-145 – DU-145 prostate cancer; hit rate 4.2% among 81,000
# OVCAR-5 – OVCAR-5 ovarian cancer; hit rate 2.9% among 82,000; AID 1794783
# OVCAR-3 – OVCAR-3 ovarian cancer; hit rate 7% among 79,000; AID 1794787
# OVCAR-4 – OVCAR-4 ovarian cancer cells; hit rate 3.7% among 80,000
# SF-268 – SF-268 CNS cancer cells; AID 1794759; hit rate 3.1% among 82,000
# SK-OV-3 – SK-OV-3 ovarian cancer cells | hit rate 3.2% among 80,000 | AID 1794785
# OVCAR-8 – OVCAR-8 ovarian cancer | hit rate 4.4% among 81,000 | AID 1794782
# U251 – U251 CNS tumor cells; hit rate 5.4% among 80,000
# PC-3 – PC-3 prostate cancer cells. hit rate 3.9% among 80,000
# An asterisk follows results filed as active; nt = not tested or not shown. Rule for the calls: active = growth percent below 10; inactive = the rest. Random draw from the library, and some 9.5% of all compounds hit somewhere here.
SMILES,DU-145,OVCAR-5,OVCAR-3,OVCAR-4,SF-268,SK-OV-3,OVCAR-8,U251,PC-3
C/C(=N\Nc1ccc(C(=O)O)cc1)c1cnn(-c2cc(=O)[nH]c3ccc(C)cc23)c1C,106.5,99.2,98.9,94.6,97.2,94.3,104.5,101.8,88.8
N#C/C(=C\c1ccc(Cl)cc1)C(=O)NNc1nc2ccccc2[nH]c1=O,101.1,104.0,102.4,92.1,92.4,102.4,100.8,103.9,100.0
COc1ccc(C2=NN(/C=C3\SC(=O)NC3=Nc3ccc(F)cc3)C(c3ccc(F)cc3)C2)cc1 (stereo not given),102.2,96.1,104.0,100.6,97.9,101.8,95.3,94.1,nt
C/C(=C(/c1ccc(Cl)cc1)c1ccc(OCCN2CCCCC2)cc1)c1ccccc1,97.6,81.6,98.6,77.1,90.5,86.0,78.8,66.5,66.8
Nc1cc(C(=O)Nc2ccc(C3=NCCN3)cc2)ccc1C(=O)Nc1ccc(C2=NCCN2)cc1,96.7,95.7,99.7,90.1,94.0,99.3,89.4,93.0,81.1
Cc1ccccc1Cn1cnc2ccc(-c3cc(NC(=O)c4ccc(NC5CCN(C)CC5)cc4)n[nH]3)cc21,90.8,69.9,99.8,62.5,69.2,75.7,104.4,75.9,68.8
C1CCC(=NN=C2CCCCC2)CC1,105.0,98.7,100.4,97.3,101.7,94.3,95.9,101.6,91.4
CCOC(=O)CCCn1c2c(sc3ncccc32)c(=O)n2nnc(-c3ccccc3)c12,109.5,102.0,111.8,105.0,100.3,nt,90.8,58.6,89.7
COc1cc(C2c3cc4c(cc3CCN2C)OCO4)cc(OC)c1OC (stereo not given),113.6,105.6,105.3,98.9,95.2,94.2,105.9,102.9,92.9
CCc1ccc2c(c1)N(CCO)C1=C(C(=O)OC1)C2c1cccc(Cl)c1 (stereo not given),11.3,30.3,-35.9*,63.8,44.9,27.2,27.0,18.1,28.8
CC(C(=O)c1c([O-])on[n+]1-c1ccccc1)N1CCOCC1 (stereo not given),96.0,112.2,99.1,117.2,100.3,100.1,100.1,95.7,100.0
Cc1cc(Nc2nc(N3CCC(N4CCN(C)CC4)CC3)nc3ccccc23)n[nH]1,72.1,65.8,81.6,37.3,67.5,67.6,31.7,nt,68.6
O=S(=O)(O)c1ccc(N/N=C/c2ccccc2Cl)cc1,116.1,104.4,119.1,112.0,102.9,112.4,114.9,99.5,99.2
COc1ccc(-c2cc(-c3ccccc3)nc(SCCCCCC(=O)NO)n2)cc1,61.2,41.4,65.0,80.1,98.9,50.3,36.1,56.4,70.7
C=C(CC(=O)OCC(CC)CCCC)C(=O)OCC(CC)CCCC (stereo not given),111.8,94.4,108.6,100.0,100.8,96.5,104.2,96.8,90.3
Nc1ccccc1-n1cnc2ccccc2c1=O,117.6,93.7,113.1,96.5,106.8,100.4,104.7,93.3,92.5
CC(=O)OC[C@H]1OC(Sc2sc(C(=O)c3ccc(Cl)cc3)c(N)c2-c2nc3ccccc3s2)[C@H](OC(C)=O)[C@@H](OC(C)=O)[C@@H]1OC(C)=O (stereo not given in full),70.7,87.3,102.7,52.5,77.3,90.5,72.6,88.6,83.4
Cc1ccc2nc(-c3ccc(-n4on4-c4ccc(/C=C/c5ccc(-n6on6-c6ccc(-c7nc8ccc(C)cc8s7)cc6)cc5S(=O)(=O)O)c(S(=O)(=O)O)c4)cc3)sc2c1,110.6,105.1,106.7,118.1,99.8,113.3,115.6,114.7,98.0
O=[N+]([O-])c1ccccc1Sc1cccc(Sc2ccccc2[N+](=O)[O-])n1,89.4,89.9,94.9,73.8,70.7,89.8,87.7,94.1,85.2
S=C1CC2CCCC(C2)N1 (stereo not given),111.1,100.1,114.7,103.0,106.7,102.2,99.8,98.8,97.3
CC(COC(=O)c1ccccc1)[N+](=O)[O-] (stereo not given),105.7,108.9,108.4,107.1,98.3,101.3,96.8,106.8,100.2
COc1ccccc1/C=N/Nc1nc2ccccc2s1,114.2,96.1,87.9,72.1,92.2,92.1,91.2,56.8,49.4
Cc1ccc(Cl)cc1N1CCN(CCCNC(=O)C2CCN(c3nc4ccccc4[nH]3)CC2)CC1,108.8,103.2,105.9,nt,104.4,111.0,105.1,94.2,87.8
OC1C=CC2C3C=CC(C3)C12 (stereo not given),109.9,109.5,104.6,109.8,105.1,98.1,106.1,97.9,102.4

# 6 of these compounds in a different format.
# Values in the order: DU-145, OVCAR-5, OVCAR-3, OVCAR-4, SF-268, SK-OV-3, OVCAR-8, U251, PC-3
CC(=O)OC[C@H]1OC(Sc2sc(C(=O)c3ccc(Cl)cc3)c(N)c2-c2nc3ccccc3s2)[C@H](OC(C)=O)[C@@H](OC(C)=O)[C@@H]1OC(C)=O (stereo not given in full)
 : 70.7, 87.3, 102.7, 52.5, 77.3, 90.5, 72.6, 88.6, 83.4
Cc1ccc2nc(-c3ccc(-n4on4-c4ccc(/C=C/c5ccc(-n6on6-c6ccc(-c7nc8ccc(C)cc8s7)cc6)cc5S(=O)(=O)O)c(S(=O)(=O)O)c4)cc3)sc2c1
 : 110.6, 105.1, 106.7, 118.1, 99.8, 113.3, 115.6, 114.7, 98.0
O=[N+]([O-])c1ccccc1Sc1cccc(Sc2ccccc2[N+](=O)[O-])n1
 : 89.4, 89.9, 94.9, 73.8, 70.7, 89.8, 87.7, 94.1, 85.2
S=C1CC2CCCC(C2)N1 (stereo not given)
 : 111.1, 100.1, 114.7, 103.0, 106.7, 102.2, 99.8, 98.8, 97.3
CC(COC(=O)c1ccccc1)[N+](=O)[O-] (stereo not given)
 : 105.7, 108.9, 108.4, 107.1, 98.3, 101.3, 96.8, 106.8, 100.2
COc1ccccc1/C=N/Nc1nc2ccccc2s1
 : 114.2, 96.1, 87.9, 72.1, 92.2, 92.1, 91.2, 56.8, 49.4

# Carrying on.
SMILES,DU-145,OVCAR-5,OVCAR-3,OVCAR-4,SF-268,SK-OV-3,OVCAR-8,U251,PC-3
CN1CCN(c2ccc(Nc3nc(NCCNC(=O)c4c(F)cccc4F)c4sccc4n3)cc2)CC1,82.9,89.2,85.4,63.7,73.5,98.0,45.5,69.7,56.5
C=CC(=O)N1CCN(c2cccc(Oc3nccc(Nc4nnc(-c5ccccc5OC)s4)n3)c2)CC1,87.8,101.0,98.2,97.6,92.8,120.1,75.3,94.4,74.2
CC1([C@H]2CC[C@H]3[C@@H]4CC[C@@H]5CC6(CC[C@]5(C)[C@H]4C(=O)C[C@]23C)OCCO6)OCCO1,120.8,94.4,106.8,63.9,106.4,106.5,122.5,115.2,nt
C[N+](C)(C)CCNC(=O)c1ccccc1OCc1ccccc1,105.6,96.8,98.9,102.6,98.5,98.1,99.4,103.9,95.2
COc1ccc2c(CCNC(=O)c3nnn(-c4ccc(F)cc4)c3C)c[nH]c2c1,105.9,105.6,105.1,101.1,103.0,92.2,87.9,91.4,83.8
CCCOC(=O)c1cccc(C)c1,111.2,96.1,108.7,95.4,99.0,93.9,104.3,102.4,93.5
CN1C(=O)N(C)C2NC(N/N=C/c3ccccc3O)=NC21 (stereo not given),109.9,89.6,107.1,120.5,97.3,91.8,108.5,102.9,99.8
CCNC(=O)N1CCc2cc(OC)c(OCCc3ccc(OC)c(N)c3)cc2C1c1cc(C)c(C)cc1C (stereo not given),38.7,51.7,nt,62.6,40.7,61.4,39.0,28.4,36.7
CCCCCCCCCCCCCCCCCCCC(=O)N[C@H]1CCC2(C)C(C1)C[C@@H](O)C1C2C[C@H](O)C2(C)C1CC[C@@H]2[C@H](C)CCC(=O)O (stereo not given in full),122.3,nt,124.1,95.9,111.9,118.1,95.2,79.1,102.2
COc1cc2oc(-c3cccc(NC(=O)c4ccc(F)cc4)c3)cc(=O)c2c(OC)c1OC,70.6,104.1,70.8,70.3,64.5,126.4,59.2,87.6,46.7
C1CNC(SCCOCCOCCSC2=NCCN2)=N1,98.9,103.2,99.2,110.7,92.7,102.1,100.7,96.9,95.8
O=C(c1nc2ccccc2[nH]1)C1C(c2cccs2)C2CSCN2[C@@]12C(=O)Nc1ccccc12 (stereo not given in full),108.8,96.2,104.6,93.9,92.4,nt,96.8,100.4,99.3
O=C1C=C(c2ccccc2)C(c2ccccc2)C1 (stereo not given),106.7,92.8,105.0,111.1,99.2,112.0,99.6,105.1,95.2
CC1(C)CC(=O)C2=C(C1)Nn1c(nc(-c3ccccc3)cc1=O)N=C2c1ccc(Cl)cc1,108.6,85.5,115.3,96.2,106.1,96.1,95.6,107.3,94.8
CC(=O)C1=C(C)NC(NN)=NC1c1ccc(Cl)cc1 (stereo not given),102.2,108.6,109.4,104.7,101.8,106.3,102.0,98.0,104.0
Cc1ccnc2ccccc12,111.0,104.4,110.8,107.6,107.0,104.9,111.9,102.2,117.2
Cc1ccc(-n2cc(-c3ccccc3)c3c(SCc4n[nH]c(=S)o4)ncnc32)cc1,106.1,103.9,102.7,93.3,93.4,86.0,100.1,97.7,89.9
C=CC1(C)C(=O)C2C3C4OC(=O)NC41c1cccc4c1C2(C(=O)N4C)C3(C)C (stereo not given),111.2,102.8,116.0,110.7,102.8,100.4,104.9,107.8,99.2
COc1ccc(-c2nc3cc(C)ccc3n2CC(=O)N=Nc2c(O)[nH]c3ccc(OC)cc23)cc1,8.6*,-48.2*,-71.8*,-58.1*,-8.4*,-17.7*,-68.8*,-80.2*,-52.4*
CCOC(=O)n1ncc2c(Nc3ccc(NS(=O)(=O)c4ccccc4)cc3)ncnc21,103.0,87.9,108.9,100.0,98.2,104.8,96.1,94.5,87.2
CC(C)(COCOCC(C)(C)[N+](=O)[O-])[N+](=O)[O-],117.5,105.1,127.3,85.3,106.2,112.9,102.0,93.9,93.5
CC(C)(C)NC(=S)Nc1ncccc1OCc1ccccc1Cl,107.2,93.6,91.4,101.6,90.9,89.7,96.7,96.1,90.0
COC(=O)CCC(C)C1CCC2C3CCC4CC5CCC4C3(CO5)C(=O)C(Br)C12C (stereo not given),106.3,98.1,99.9,96.3,99.3,102.3,96.1,95.3,85.9
COc1ccc(C2=Nc3c(C)nn(-c4ccccc4)c3NC(c3ccc(Oc4nc5c(c(=O)n(C)c(=O)n5C)n4C)c(OC)c3)C2)cc1 (stereo not given),122.1,110.6,121.5,105.4,106.9,108.4,91.9,109.0,104.4
CSC1=NCCN1,114.9,99.8,118.9,109.1,99.5,100.7,98.9,95.8,89.2
NC1CCC(Nc2nc(NCc3ccc(-c4ccco4)nc3)c3ncn(C4CCCC4)c3n2)CC1 (stereo not given),6.5*,25.1,1.4*,2.7*,0.7*,-0.9*,11.8,5.2*,-1.3*
COc1ccc(CN2C(=O)/C(=C/c3nc(CO)cs3)SC2=S)cc1,96.5,107.0,80.8,106.8,98.8,109.1,96.7,94.0,86.5
Cc1ccc(-c2nc3sccn3c2/C=C/C(=O)c2ccccc2C(F)(F)F)cc1,94.5,71.9,74.6,81.8,86.6,78.7,77.7,78.3,73.0
CCSC(SCC)SCC,114.6,105.4,116.8,117.4,112.6,112.4,103.1,90.9,97.6
C/C(=C(/C)C1CC1CCN(S(=O)(=O)c1ccc(C)cc1)S(=O)(=O)c1ccc(C)cc1)c1ccccc1 (stereo not given),106.3,102.3,71.7,45.6,89.5,94.7,92.2,90.6,71.3
Cc1cccc2c1S/C(=C/c1ccc(Cl)cc1)C2=O,106.6,98.8,105.2,95.0,92.1,87.1,97.4,97.8,87.2
CC1(C)Cc2cc(O)ccc2O1,113.4,102.5,111.5,118.8,111.3,109.7,104.2,105.2,89.3
COc1ccc(C2CC(c3cccc(OCCCCOc4cccc(C5=NOC(c6ccc(OC)cc6)C5)c4)c3)=NO2)cc1 (stereo not given),104.0,110.7,96.2,90.3,108.4,106.2,93.5,77.3,99.8
Nc1nc(-c2ccccc2)c(CCCOc2ccc(NC(=O)CBr)cc2)c(=O)[nH]1,103.7,104.2,nt,92.1,91.8,125.2,98.3,86.4,107.1
Nc1ccc2ccccc2c1N=Nc1ccccc1,109.7,94.1,98.0,82.2,87.0,90.4,88.0,90.4,80.6
O=C(/C=C\c1cc(Br)ccc1O)/C=C/c1cc(Br)ccc1O,2.8*,-22.2*,-81.5*,15.2,-17.9*,18.9,3.9*,-82.6*,-16.0*

# Record cards, from the list above. Screens in order: DU-145, OVCAR-5, OVCAR-3, OVCAR-4, SF-268, SK-OV-3, OVCAR-8, U251, PC-3
# Cc1cccc2c1S/C(=C/c1ccc(Cl)cc1)C2=O reads 106.6, 98.8, 105.2, 95.0, 92.1, 87.1, 97.4, 97.8, 87.2
# CC1(C)Cc2cc(O)ccc2O1 reads 113.4, 102.5, 111.5, 118.8, 111.3, 109.7, 104.2, 105.2, 89.3

# (listing goes on)
SMILES,DU-145,OVCAR-5,OVCAR-3,OVCAR-4,SF-268,SK-OV-3,OVCAR-8,U251,PC-3
CN(Cc1ccc(C(F)(F)F)cc1)CC(O)C(=O)Nc1ccc(Cl)cc1 (stereo not given),-51.4*,27.9,-40.7*,15.6,31.9,70.7,6.2*,-82.3*,22.0
Oc1ccc(Cl)cc1-c1cc(-c2ccccc2Cl)[nH]n1,73.3,87.9,21.2,13.3,49.6,76.9,71.1,67.0,44.1
O=C(COc1ccc(/C=C2\C(=O)Nc3cc(Cl)ccc32)cc1)Nc1ccc(Cl)cc1,85.9,67.7,nt,66.5,72.6,87.1,63.4,85.2,54.5
Nc1ncc(/C=C/CNC(=O)c2cc3ccccc3[nH]2)[nH]1,110.3,101.1,107.4,102.6,103.3,107.1,104.9,104.4,96.6
CCOC(=O)c1cc(-c2ccc(Cl)cc2)nc2c(Cl)cc(Cl)cc12,104.2,89.3,123.8,105.7,117.8,104.2,108.5,103.2,110.8
N#C/C(=C\c1cccnc1Cl)C(N)=O,109.9,107.3,111.5,109.5,99.3,106.7,105.6,102.3,102.8
